# N-glyco inh: N-linked glycosylation inhibition | reporter increase, % at 12.5 µM | D54 ERlucT glycosylation luciferase reporter, 24 h; percent of 100 nM tunicamycin response | AID 588692 | hit rate 0.23% among 360,000;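 active means mean luciferase reporter signal, scaled so untreated is 0 and the glycosylation-blocking control 100, at or above a set limit in every replicate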;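 further: luciferase carries N-glycosylation sites so blocking glycosylation raises the light; 0% = median of neutral control wells and 100% = median of 100 nM tunicamycin wells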
# H9c2 protect: myocardial damage modulation in H9c2 cells | H9c2 cardiomyocytes, H2O2 injury protection, ATPLite, 2 h | protection from H2O2 cell death, % at 20 µM | hit rate 0.63% among 360,000;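 active means compounds giving at least 50% protection of heart cells from peroxide-induced death in the single-dose screen, raw or plate-pattern-corrected value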;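 further: 0% = DMSO wells with peroxide and 100% = DMSO wells without peroxide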
# ABCB6 inh MLPCN: blocks the human ABCB6 transporter | Q9NP58 | K562-ABCB6 porphyrin accumulation, flow cytometry, 1 h; hits give low values | fluorescence ratio to DMSO, % at 10 µM | hit rate 0.19% among 360,000;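 active means fluorescence ratio to DMSO below 75%, the collection mean minus 3 SD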;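 further: signal is porphyrin accumulated inside mitochondria; 100% equals median channel fluorescence of DMSO control wells; lower ratio means ABCB6 inhibition with less porphyrin fluorescence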
# MC4R antagonist: blocks human MC4R cAMP signaling. P32245. MC4R-expressing cells, MTII-stimulated cAMP, LANCE TR-FRET. inhibition, % at 6.5 µM. hit rate 0.48% among 360,000. AID 540295;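 active means inhibition above its plate's cutoff, the mean of tested wells on that plate plus 3 SD, cut at about 29% in these data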;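 further: 0% = Melanotan II alone and 100% = Melanotan II plus saturating MCL0020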
# Target sequence (P32245 whole entry, looked up): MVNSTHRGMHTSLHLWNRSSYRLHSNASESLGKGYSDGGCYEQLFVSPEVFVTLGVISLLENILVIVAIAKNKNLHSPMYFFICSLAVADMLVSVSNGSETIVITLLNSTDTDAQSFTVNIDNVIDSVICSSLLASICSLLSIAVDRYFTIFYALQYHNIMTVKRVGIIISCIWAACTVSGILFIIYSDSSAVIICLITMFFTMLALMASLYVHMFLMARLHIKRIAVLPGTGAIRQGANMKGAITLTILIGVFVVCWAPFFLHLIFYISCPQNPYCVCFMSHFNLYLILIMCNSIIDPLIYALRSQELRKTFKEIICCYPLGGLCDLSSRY
#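 Assay system: U2OS-MC4R stable cell line; Also added: Melanotan II; Technique: Eu-cAMP/anti-cAMP TR-FRET, emission 671 nm; Times: 30-min compound, 1-h challenge, 1-h detection, room temperature.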
# aDG glyco act: alpha-DG glycosylation activation; Pro5-aDG cells, alpha-DG glycosylation AlphaScreen (IIH6); 0% Pro5, 100% B10-LARGE cell signal; activation, % at 10 µM; hit rate 0.22% among 360,000; AID 624168;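 active means activation of at least 8% versus controls, or a plate z-score of at least 8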;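 further: Pro5 are CHO cells carrying HIG-tagged alpha-DG that lacks glycosylation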
# m5-HT2A agonist: agonists of mouse serotonin 5-HT2A receptor (HTR2A). P35363. CHO-K1 mHTR2A beta-arrestin complementation, luminescence; percent of 30 µM serotonin response. activation, % at 7.6 µM. hit rate 0.66% among 360,000;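 active means activation above a run cutoff, the mean activation of all tested compounds plus 3 SD, cut at about 14% in these data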;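 further: 0% = plate median of compound wells and 100% = 30 µM serotonin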
# Target sequence (P35363 whole entry, looked up): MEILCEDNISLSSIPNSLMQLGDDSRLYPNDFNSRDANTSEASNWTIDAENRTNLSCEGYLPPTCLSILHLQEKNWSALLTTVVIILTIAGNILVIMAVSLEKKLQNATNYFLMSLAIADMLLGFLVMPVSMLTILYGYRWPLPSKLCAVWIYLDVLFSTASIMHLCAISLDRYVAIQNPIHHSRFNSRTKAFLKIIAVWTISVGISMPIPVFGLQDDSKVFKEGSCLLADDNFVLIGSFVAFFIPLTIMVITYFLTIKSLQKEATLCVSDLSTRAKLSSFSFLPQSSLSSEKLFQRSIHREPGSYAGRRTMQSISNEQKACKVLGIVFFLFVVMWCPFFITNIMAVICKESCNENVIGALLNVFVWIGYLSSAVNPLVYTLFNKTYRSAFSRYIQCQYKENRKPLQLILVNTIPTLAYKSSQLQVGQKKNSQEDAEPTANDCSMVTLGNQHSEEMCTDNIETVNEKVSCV
# ABHD5 PLIN5 PPI: ABHD5-PLIN5 protein interaction inhibition | Q00G26+Q8WTS1 | Split G. princeps luciferase complementation, luminescence, 4 h | inhibition, % at 4 µM | hit rate 0.78% among 360,000;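 active means inhibition above the mean inhibition across every tested compound plus 3 SD, cut at about 22% in these data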;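 further: 0% = DMSO only wells and the 100% control is not disclosed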
# Granule exo inh: blocks lytic granule exocytosis | TALL-104 LAMP-1 surface exposure, flow cytometry; cells stimulated with thapsigargin and PMA | inhibition, % at 10 µM | hit rate 0.66% among 360,000 | AID 651702;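 active means inhibition above about 55%, limit read from the data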
# hiPSC survival: hiPSC single-cell survival enhancement; ATPlite luminescence; 100% = ROCK inhibitor wells, 0% = DMSO; survival enhancement, % at 20 µM; hit rate 0.044% among 360,000; in the data active means survival enhancement above about 18%;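 further: cells exposed to compounds for 16 hours before the ATP read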
# MC4R ag barr: human MC4R agonism via beta-arrestin. U2OS MC4R beta-arrestin complementation, luminescence; percent of melanotan II response, DMSO zero. activation, % at 8.9 µM. hit rate 0.98% among 360,000. AID 540308;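 active means activation above a per-plate cutoff, the mean activation of sample wells on that plate plus 3 SD, cut at about 8% in these data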
# * hit, by the source's call; / = no result given; & = joins results of further samples; ! = not confirmed by another sample.
SMILES,N-glyco inh,H9c2 protect,ABCB6 inh MLPCN,MC4R antagonist,aDG glyco act,m5-HT2A agonist,ABHD5 PLIN5 PPI,Granule exo inh,hiPSC survival,MC4R ag barr
Cc1ccc(C(=O)NNC(=O)C2CC2)cc1Br,4,16,99,-1,-0.3,8,4,-7,-0.6,-4.7
O=C(CSc1ccccc1F)NCCN1C(=O)CSC1=O,3,-2,97,11,-0.1,-1,5,-2,-1.8,-2.6
Cc1ccc(NC(=O)c2ccc(=O)[nH]n2)cc1C,-1,5,103,10,-0.2,3,-8,6,1.8,-0.6
O=S(=O)(c1ccccc1)N(CC1CO1)c1ccccc1 (stereo not drawn),-1,-10,95,2,0.4,-2,0,0,-0.3,-1.2
COc1ccc(NC(=O)CN2C(=O)COc3ccc(S(=O)(=O)N4CCCCC4)cc32)c(OC)c1,-2,0,92,3,-0.1,1,2,-5,-0.1,-2.0
CSCCC1NC(=O)N(CC(=O)Nc2ccc(N3CCCCC3)cc2)C1=O (stereo not drawn),-2,4,87,5,-0.1,1,1,1,-1.6,-1.4
O=Nc1c(-c2ccccc2)cc2ccccn12,5,-10,115,-31,0.3,2,-3,0,1.0,0.7
CC(=O)Nc1c(Cl)cc(Cl)c2c1Cc1cc(Cl)ccc1-2,-4,-5,88,4,0.2,4,-5,-5,-1.6,-1.4
Cc1nc2oc3c(=O)[nH]cnc3c2c2c1COC(C)(C)C2,2,5,96,-10,0.0,3,2,2,-0.6,-1.9
Cc1cc(S(=O)(=O)N2CCC(N3CCCCC3)CC2)ccc1-n1cnnn1,-4,-4,99,15,0.1,0,-3,0,2.6,-1.5
O=C(CS(=O)(=O)c1ccc2ccccc2c1)N1CCCCCC1,0,1,101,14,-0.4,-1,4,1,-0.2,-0.3
Cc1nc(CCNC(=O)c2cccs2)cs1,1,16,98,-7,-0.1,-2,0,7,0.3,-2.3
Cc1nc2ccccc2c(=O)n1/N=C/c1ccc(OC(F)F)cc1,2,10,93,-3,-0.1,3,-2,-7,0.3,7.2
COc1ccc(C2(O)CCN(C(=O)NC3CCCCC3)CC2)cc1,-1,0,103,-1,-0.1,1,-2,7,-0.2,-1.0
COC(=O)Nc1nc2ccc(Br)cc2s1,2,-4,92,3,0.0,8,5,-1,-1.4,0.9
Cc1cccc(C)c1NC(=O)CN(C)C(=O)c1cccc(S(=O)(=O)N2CCN(c3ccccc3)CC2)c1,-2,-5,97,4,0.3,5,-6,6,0.3,-1.6
Cc1ccc(C(=O)Nc2ccccc2C(=O)NCc2ccco2)cc1S(=O)(=O)N1CCCCC1,-6,20,91,0,-0.1,-4,0,-1,-3.3,-3.0
Fc1ccc(N/N=C(/c2ccccc2)c2ccccn2)cc1,0,-3,97,11,1.3,-3,1,1,-3.4,-0.7
O=C(NCCCN1CCCC1)c1ccc2c(c1)N(Cc1ccccc1F)C(=O)c1ccccc1S2=O (stereo not drawn),-4,9,96,5,-0.3,-10,3,3,-0.1,-0.8
CCOc1ccc(NC(=O)C2CC(=O)N(c3cc(C)cc(C)c3)C2)cc1 (stereo not drawn),4,2,100,-4,0.1,0,2,-1,4.2,-0.8
O=C(COc1ccc(CO)cc1)Nc1ccc(F)cc1,0,-2,97,-5,-0.1,-2,2,-4,0.4,-3.1
N#Cc1ccc(OCC(O)CN2CCN(c3ncc(C(F)(F)F)cc3Cl)CC2)cc1 (stereo not drawn),-1,-16,100,8,0.6,-4,6,29,-0.2,3.1
CCc1ccccc1S(=O)(=O)Cc1ccc(C(=O)NC2CCCC2)o1,-2,12,102,3,0.1,-4,1,0,-0.3,-2.0
C=CCn1c(SCC(=O)Nc2cccc(S(N)(=O)=O)c2)nc2sc(C)c(C)c2c1=O,1,14,96,-15,0.4,-1,-3,1,-3.0,-0.2
Cn1c(=O)[nH]c(=O)c2c1[nH]c(=S)n2Cc1ccccc1,0,-3,94,0,0.0,-1,-3,-6,1.7,-2.0
# New compounds follow
SMILES,N-glyco inh,H9c2 protect,ABCB6 inh MLPCN,MC4R antagonist,aDG glyco act,m5-HT2A agonist,ABHD5 PLIN5 PPI,Granule exo inh,hiPSC survival,MC4R ag barr
CC(Sc1nc2ncc(Cl)cc2[nH]1)C(=O)Nc1ccc(C(N)=O)cc1 (stereo not drawn),2,1,98,1,0.1,-1,4,7,-0.4,-1.2
Cc1ccc(C2CC(=O)Nc3c2ccc2ccccc32)cc1[N+](=O)[O-] (stereo not drawn),-6,-6,102,-7,0.7,-4,-2,-4,-0.1,-0.4
COC(=O)c1ccccc1NC(=O)CSc1nc(O)cc(=O)n1C1CCCC1,1,10,82,-4,0.2,2,-6,-3,0.0,-2.1
COc1ccccc1NC(=O)c1cc(C(=O)Nc2ccccc2OC)cc([N+](=O)[O-])c1,3,-6,91,7,0.1,4,-4,-2,0.1,3.7
CCC(Sc1nc(C)cc(=O)[nH]1)C(=O)Nc1nc2c(s1)CCCC2 (stereo not drawn),1,1,99,25,-0.2,2,0,4,2.9,1.4
CCS(=O)(=O)N1CCC2(CC1)OCCN2S(=O)(=O)c1ccccc1,0,-2,99,12,-0.4,-1,-5,1,-2.1,0.0
O=C(NC1CCCC1)C1c2ccccc2OCC(=O)N1Cc1ccccn1 (stereo not drawn),/,/,102,/,-0.1,-1,-4,-1,1.0,/
CCc1noc(C)c1C(=O)Nc1nc(-c2cc(OC)ccc2OC)cs1,-2,-6,93,0,0.8,-10,-4,-3,0.1,-2.4
O=S(=O)(Nc1cccc2c1ccc1cccn12)c1cccs1,-1,5,105,10,-0.2,-1,11,0,0.2,0.5
O=C(CC1C(=O)NCCN1Cc1ccccc1C(F)(F)F)NC1CCCCCC1 (stereo not drawn),0,-1,96,-4,0.0,5,-5,-5,-0.6,-0.1
O=C(NCc1ccc2c(c1)OCO2)C(=O)NCC1OCCCN1S(=O)(=O)c1ccc(F)cc1 (stereo not drawn),0,2,100,7,0.3,-2,-11,0,0.2,-2.4
COCCn1c(=O)c2c(nc3n2CC(C)CN3Cc2ccccc2)n(C)c1=O (stereo not drawn),3,1,99,5,0.1,3,-2,-2,-0.7,0.2
Nc1c(Cl)cc(-c2csc(NC(CO)c3nc4ccccc4n3CCOCCO)n2)cc1Cl (stereo not drawn),3,-5,97,0,-0.3,4,-16,70*,1.3,-1.4
Cn1c(SCc2cnc(-c3ccccc3)s2)nnc1C1COc2ccccc2O1 (stereo not drawn),2,4,98,7,0.2,-1,-2,2,-1.4,-1.4
CCCCSc1c(C)c2cc3c(cc2[nH]c1=O)OCO3,1,4,105,-11,0.3,3,4,3,2.8,-0.4
CC(Nc1cc(=O)n(C)c(=O)n1C)c1ccccc1 (stereo not drawn),0,32,85,-1,0.0,1,-6,-2,0.3,-1.1
CC(Sc1nncs1)C(=O)Nc1ccc2c(c1)OCO2 (stereo not drawn),-1,-1,101,17,0.1,5,3,-4,-2.1,1.2
CCCCCCC(=O)Nc1ccc(Cl)cn1,-2,1,95,-5,-0.1,1,-6,0,2.0,1.6
CCCCCOc1ccc(Cn2ccnc2)cc1[N+](=O)[O-],-2,-16,99,0,1.9,-2,-4,0,-2.6,0.0
COc1ccc([C@H]2C(C#N)=C([S-])N[C@](C)(O)[C@@H]2[n+]2ccccc2)cc1,-1,7,107,4,1.9,-5,-1,1,1.0,-0.2
CCN(CC)S(=O)(=O)c1cccc(C(=O)Nc2ccc(C#N)cc2)c1,-4,-13,97,-6,2.6,2,11,1,-0.8,-1.5
CC(=O)c1cc2c(cc1NC(=O)c1c(-c3ccccc3)noc1C)OCO2,3,3,97,-1,0.0,-2,-1,-1,-3.2,-0.5
CCOC(=O)Cn1ncc2c(=O)oc3ccccc3c21,1,-2,138,-1,0.1,0,4,-3,1.8,-0.3
O=C(CSCc1ccc(Cl)cc1)Nc1cccc(C(=O)O)c1,3,11,99,11,0.0,5,3,1,0.0,-1.4
COC(=O)CCC(=O)N(C)CC1CCCN(CCc2cccc(C(F)(F)F)c2)C1 (stereo not drawn),1,3,95,-1,0.0,14,7,3,0.0,1.1
# (next part)
SMILES,N-glyco inh,H9c2 protect,ABCB6 inh MLPCN,MC4R antagonist,aDG glyco act,m5-HT2A agonist,ABHD5 PLIN5 PPI,Granule exo inh,hiPSC survival,MC4R ag barr
CCOC(=O)Cc1csc(NS(=O)(=O)c2cc(Cl)ccc2Cl)n1,2,14,92,4,0.2,3,-2,6,1.5,-1.1
O=C(CCCc1ccccn1)c1ccc(-c2ccccc2)cc1,-2,-6,100,10,0.2,-6,-3,0,5.3,0.9
CCOC(=O)c1c(-n2cnnn2)sc2c1CCCC2,0,-4,100,-1,-0.1,3,0,7,-0.3,-1.5
NC(=O)COC(=O)[C@H](Cc1c[nH]c2ccccc12)NC(=O)c1ccc(F)cc1,4,-4,94,32*,0.1,-3,-3,20,-0.2,-2.2
O=C(NCCc1ccncc1)Nc1ccccc1,0,1,98,-6,-0.3,-2,6,1,-3.7,-1.2
CNS(=O)(=O)c1cccc(C(=O)OCC(=O)Nc2cc(F)ccc2F)c1,1,-2,96,13,-0.3,-1,7,-2,-1.2,-0.3
CCC(Sc1ccc2nnc(-c3cccnc3)n2n1)C(=O)O (stereo not drawn),1,12,92,-1,0.2,1,-3,14,23*,-0.7
CC1(C)CC2(C)OCCN2C(=S)N1 (stereo not drawn),0&0,5&9,102&99,1&0,3.3*!,-5&1,0&-7,-1&6,-1.5&-0.6,-1.2&-0.6
CN(C)N1C(N)=C(C#N)C(c2ccc(F)cc2)C2=C1CCCC2=O (stereo not drawn),0,0,96,0,0.1,2,-3,-4,-0.5,-0.1
O=C(O)C(Cc1cn[nH]n1)=NO,0,-4,99,11,-0.2,-7,10,6,-0.2,-2.6
C[C@@H](C(=O)NC1CCN(Cc2ccccc2)CC1)N1C(=O)N2CCc3c([nH]c4ccccc34)[C@@]2(C)C1=O,-5,-5,100,4,0.0,-8,-3,13,0.1,0.5
O=C(COC(=O)c1ccc2c(c1)OCCO2)Nc1ccccc1C(F)(F)F,12,-3,92,12,-0.2,3,-1,-12,0.2,-0.6
CSc1ncc(Cl)c(C(=O)C(C#N)c2nc3c(C)cc(C)cc3c(=O)[nH]2)n1 (stereo not drawn),1,-10,95,3,-0.1,1,1,32,-0.1,-0.2
COc1ccc(NC(=O)CN(C)C(=O)c2cccc(S(=O)(=O)Nc3ccccc3Cl)c2)cc1,-1,0,97,-2,0.2,9,-5,0,-0.1,1.4
c1ccc(N2CCN(Cc3ccc4c(c3)OCO4)CC2)nc1,-2,-1,95,9,0.0,32*,-3,14,-0.4,0.2

# Not a retest: an excerpt of the list.
SMILES,N-glyco inh,H9c2 protect,ABCB6 inh MLPCN,MC4R antagonist,aDG glyco act,m5-HT2A agonist,ABHD5 PLIN5 PPI,Granule exo inh,hiPSC survival,MC4R ag barr
CCOC(=O)Cc1csc(NS(=O)(=O)c2cc(Cl)ccc2Cl)n1,2,14,92,4,0.2,3,-2,6,1.5,-1.1
O=C(CCCc1ccccn1)c1ccc(-c2ccccc2)cc1,-2,-6,100,10,0.2,-6,-3,0,5.3,0.9
CCOC(=O)c1c(-n2cnnn2)sc2c1CCCC2,0,-4,100,-1,-0.1,3,0,7,-0.3,-1.5

# Assay outcomes deposited in PubChem by several laboratories.
